High-throughput results (PubChem BioAssay)
PAX8 reporter: inhibitors of PAX8-driven TPO luciferase reporter, primary screen, RMG-I cells, single concentration; inhibition, % at 12.6 µM; SteadyGlo, 24 h; 1.2% of 360,000 active;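 active = mean replicate inhibition at least 60% with every replicate also reaching 60%; inconclusive = only one of the two criteria is met; inactive = mean below 60% and not all replicates reaching 60%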;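 note: luciferase light reporting Pax8 driven TPO promoter activity; plate controls were median of neutral control wells for no effect and mitoxantrone controls for full effect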
LGR2 inh: inhibitors of bursicon-induced LGR2 CRE-luciferase signal, primary screen, cell-based, HEK293, CRE-luciferase reporter, bursicon stimulation | Drosophila bursicon receptor LGR2 (rickets) | inhibition, % at 9.99 µM | 0.35% of 380,000 active | bursicon-stimulated, 4 h;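 active = drop in luminescence signal, shown as inhibition above about 50% in the replicate tests, limit read from the data, passing the limit was not always enough; inconclusive = probably only some replicates passing the limit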;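 note: agonist challenge used bursicon conditioned medium at about half maximal strength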
FN deposition inh: inhibitors of fibronectin matrix deposition, primary screen, AH1F cells, Alexa488-fibronectin fluorescence, plate reader. AH1F fibroblasts, overnight. inhibition, % at 12.6 µM. 0.086% of 350,000 active. AID 743247, 2014;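 active = mean inhibition across replicates of 30% or more, regardless of how many single replicates reach that level; inconclusive = mean under 30% yet at least half of replicates reach 30%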;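 note: positive control wells lacked labelled fibronectin entirely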
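Material: AH1F fibroblast monolayer depositing Alexa488-labelled fibronectin into matrix | Input: 10000 AH1F cells/well | Medium: DMEM plus 2% serum, read in PBS | Reagent: Alexa488-fibronectin, 24 nM final in well | Compound dosing: One dose per compound, pinned | Schedule: 1 h adhesion, overnight exposure | Measured by: Fluorescence at 485 nm excitation, 525 nm emission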
Casp6 inh: human caspase-6 inhibitors, primary screen, biochemical, VEID-R110 fluorescence, single point, set 2; 0.53% of 350,000 active; AID 686996, 2013; inhibition, % at 12.5 µM; P55212; purified caspase-6, Z-VEID-R110 cleavage fluorescence;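 active = mean inhibition across replicates at least about 35%, with every replicate also reaching that limit, limit read from the data; inconclusive = only one of the two criteria met; inactive = neither criterion met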;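 note: 0% = median of neutral control wells and 100% = no fluorescence left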
Target sequence (P55212 24-179 limits assumed): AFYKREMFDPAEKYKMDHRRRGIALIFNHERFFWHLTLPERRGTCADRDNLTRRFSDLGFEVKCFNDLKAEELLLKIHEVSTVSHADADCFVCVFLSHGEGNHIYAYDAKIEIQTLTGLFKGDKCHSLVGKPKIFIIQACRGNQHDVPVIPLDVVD
Target sequence (P55212 194-293 limits assumed): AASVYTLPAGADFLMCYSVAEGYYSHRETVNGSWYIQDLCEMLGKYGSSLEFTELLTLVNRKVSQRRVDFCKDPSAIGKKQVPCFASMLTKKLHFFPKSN
Cneo AK release: Cryptococcus neoformans cell lysis inducers, primary screen, AK release luminescence, single concentration | C. neoformans lysis, adenylate kinase release luminescence, 4 h; normalised: neutral wells 0, clomiphene wells 100 | lysis activity, % at 15 µM | 0.2% of 360,000 active | AID 651654, 2012;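 active = mean lysis activity across replicates of at least 80%, whatever share of replicates individually reach that level; inactive = mean lysis activity below 80%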
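Signal: Adenylate kinase release luminescence | Assay system: Log-phase Cryptococcus neoformans yeast cells | Input: Cells at 5 × 10^6 per mL | Buffer or medium: Fresh YPD growth medium | Compound: Single dose | Schedule: Static 4 h at 37 °C with compound, 1 h detection | Controls: Clomiphene | Read-out: Luminescence rise reflecting yeast cell lysis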
miR-122 sensor: miR-122 Renilla sensor signal increase in Huh7, primary screen, miR-122 inhibitor project, cell-based, single point, plate reader; Huh7 miR-122 Renilla luciferase sensor, 48 h; neutral wells = 0, positive control = 100; activation (reporter increase), % at 12.5 µM; 0.3% of 340,000 active;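 active = mean replicate activation score at least 90 and every replicate individually at or above 90; inconclusive = only one of the two criteria met; inactive = neither criterion met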;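 note: higher luciferase means less miR-122 activity so hits act as miR-122 inhibitors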
PGC1a acetyl inh: inhibitors of PGC1a acetylation signal, primary screen, cell-based, U2OS, AlphaScreen, inhibitor mode; AlphaScreen anti-acetyl-lysine; with virally co-expressed GCN5 acetyltransferase; inhibition, % at 15.6 µM; 0.17% of 350,000 active;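 active = every replicate shows inhibition of at least 40%; inconclusive = mean inhibition at least 40% but some replicate below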;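 note: 0% = neutral control wells and 100% = positive control wells; some results beyond the cut were filed as inactive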
EWS-Fli block: EWS/Fli-driven NR0B1 reporter inhibitors, primary screen, A673 cells, NR0B1 luciferase, luminescence, MLPCN library. 0.67% of 350,000 active. viability-normalised. AID 651661, 2012. inhibition, % at 12.6 µM;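 active = mean inhibition of at least 50% after viability correction, with every replicate also passing that limit; inconclusive = mean reaches 50% but only one of two replicates passes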;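 note: firefly luciferase signal divided by Alamar Blue viability fluorescence both relative to DMSO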
* marks the source's active call; other numbers are inactive results; ? = inconclusive; . = not tested or not shown; [ ] = remark or other dose.

smiles,Cneo AK release,LGR2 inh,FN deposition inh,PGC1a acetyl inh,PAX8 reporter,miR-122 sensor,Casp6 inh,EWS-Fli block
Cc1c(C(=O)C(=O)N2CCN(Cc3ccc4c(c3)OCO4)CC2)c2ccccc2n1C,-2,5,5,1,7,-3,-2,-18
Cn1c(N)c(C(=O)COC(=O)c2ccc(Cl)c(S(=O)(=O)N3CCCCC3)c2)c(=O)n(C)c1=O,0,13,.,-4,.,-2,.,.
COc1ccc2c3c(n(C)c2c1)[C@@H](CO)N(Cc1ccncc1)CC31CCN(C(=O)C2CCCC2)CC1,.,-12,.,.,4,.,2,12
C[C@H](CO)N1C[C@H](C)[C@@H](CN(C)Cc2ccc(Cl)c(Cl)c2)Oc2ccc(NC(=O)Nc3cccc4ccccc34)cc2C1=O,-2,13,4,4,.,-3[16.7 µM],-1,6
O=S(=O)(c1cccc2nsnc12)N1CCc2ccccc21,-3,9,4,3,.,-1,.,.
O=C(Nc1cc(F)ccc1F)N[C@H]1CC[C@@H](CCn2cc(C3CCCCC3)nn2)O[C@H]1CO,1,9,1,11,16,.,0,10
Nc1cccc2cnccc12,-3,.,-1,4,.,2,.,.
C[C@H](CO)N1C[C@H](C)[C@@H](CN(C)C(=O)Nc2ccc(F)cc2)Oc2ccc(NC(=O)Cc3ccccc3)cc2CC1=O,-6,-4,8,-8,8,7[16.7 µM],1,-1
C=CCc1cc(C)ccc1OCCOCCN1CCN(C)CC1,2,11,0,-1,20,8,-21,17
c1ccc(CCn2nnnc2C(c2cccs2)N2CCN(Cc3ccc4c(c3)OCO4)CC2)cc1 (configuration not stated),4,.,-9,-22,19,8,.,.
CCC(=O)N1CC2(C1)CN(C(=O)CN1CCOCC1)[C@H](CO)c1c2c2ccc(OC)cc2n1C,.,-4,.,10,-7,.,0,-7
Cc1nnnn1/C(=C\c1ccccc1)C(=O)OCC(=O)NC(C)(C)C,14,21,.,0,.,-3,.,.
CC(=O)C1=C(O)C(=O)N(Cc2ccccc2)C1c1ccc(Br)cc1 (configuration not stated),1,4,-1,-3,-44,-7,1,8
COc1ccc(CCNC(=O)C2CCCN2C(=O)Nc2cccc(OC)c2)cc1 (configuration not stated),-1,-7,3,-4,12,-2,0,-15
CCOc1ccc2c(c1)OC1(CCC(C)C1)CC2=O (configuration not stated),0,-7,10,-1,0,-6,-2,-10
CCCn1c(=O)c2sccc2n2c(CCCC(=O)NCc3ccco3)nnc12,1,3,1,46,8,-1,58*,.
COC(=O)C1=C(C(=O)OC)[C@@H]2N(Cc3ccccc3)c3ccccc3[C@@]23C[C@@H](C(=O)OC)N(C(=O)c2cc(C)oc2C)C3=N1,0,1,-1,-12,16,-4,1,9
CCOC(=O)C1=CN2CCC[C@H]2CC1=O,-5,6,-3,.,-1,.,-3,-2
O=C(Nc1ccc2nc(-c3ccccn3)[nH]c2c1)C1CCCCC1,-3,.,-5,-8,-96,12,.,.
COc1ccc(NC(=O)N(C)C[C@@H]2Oc3ccc(NS(=O)(=O)c4ccc(OC)cc4)cc3C(=O)N([C@@H](C)CO)C[C@@H]2C)cc1,2,-3,.,3,6,-3[16.7 µM],-1,3
CC(C)NC(=S)N(CCc1ccncc1)C(C)C,1,-4,5,0,-8,9,-5,-4
COc1ccc(C(=O)CSc2nnc(CN3CCCC3)n2-c2ccc(F)cc2)c(OC)c1,.,24,-18,.,6,.,-1,-1
CCc1ccc(N(CC)C(=O)c2ccc3c(Cl)c4c(nc3c2)CCC4)cc1,7,18,-3,3,9,-10,1,12
CCOC(=O)CNC(=O)CSc1nnc(-c2c[nH]c3ccccc23)n1CC,4,10,2,1,-10,-15,18,4
O=C(c1ccc2nc(N3CCOCC3)sc2c1)N1CCN(c2ccc(Cl)cc2)CC1,.,-3,-11,.,5,.,0,3
COc1ccc(C(=O)NC2CCN(CC(=O)NCc3cccc(OC)c3)CC2)cc1,1,11,-5,-11,-7,-3,.,-6
Cc1ccc(CNC(=O)CCc2nnc3ccc(N4CCC5(CC4)OCCO5)nn23)cc1,-1,1,8,-1,-3,-4,-2,12
C[C@@H]1CN([C@@H](C)CO)C(=O)c2cc(NC(=O)Nc3ccc4c(c3)OCO4)ccc2O[C@@H](C)CCCCO[C@@H]1CN(C)S(=O)(=O)c1cn(C)cn1,2,15,.,5,.,6[16.7 µM],2,-56
COc1ccc(-c2nc(CCl)cs2)cc1OC,2,-36,.,.,-22,-4,.,0
Cc1cc(C)n(CC(=O)NC2CCCc3c2cnn3-c2ccccc2F)n1 (configuration not stated),-1,10,-20,4,5,3,4,9
C[C@H](CO)N1C[C@H](C)[C@H](CN(C)C(=O)Cc2ccccc2)OCCCC[C@H](C)Oc2ccc(NC(=O)Nc3ccc(C(F)(F)F)cc3)cc2C1=O,-3,?,.,.,59,-12[16.7 µM],-1,0
CCN(CC(=O)NCCc1ccc(F)cc1)Cc1nc2ccccc2c(=O)[nH]1,-1,-2,6,-13,8,-2,-3,2
Cc1noc(C)c1NC(=O)Nc1ccc2c(c1)CC(=O)N([C@@H](C)CO)C[C@@H](C)[C@H](CN(C)C(=O)NC1CCCCC1)O2,3,-11,-2,0,-25,10[16.7 µM],.,-11
C[C@@H]1CCCCO[C@@H](CN(C)Cc2ccc3c(c2)OCO3)[C@@H](C)CN([C@H](C)CO)C(=O)c2cc(NS(=O)(=O)c3ccc(Cl)cc3)ccc2O1,4,13,-11,6,-17,4[16.7 µM],-4,-1
C[C@@H]1CCCCO[C@@H](CN(C)C(=O)Nc2ccc3c(c2)OCO3)[C@@H](C)CN([C@@H](C)CO)C(=O)c2cc(NC(=O)Nc3ccccc3)ccc2O1,-3,8,-5,3,-4,-2[16.7 µM],0,-6
CC(C)(C)OC(=O)NOCC(=O)N(Cc1ccccc1)CC(O)COc1ccccc1 (configuration not stated),2,-15,3,13,-16,0,3,-3
O=S(=O)(c1ccccc1F)N1CC[C@@H]2[C@H](CO)Nc3ccc(-c4ccccc4F)cc3[C@@H]21,71,19,-1,-18,16,12[16.7 µM],-1,-18
COCC(=O)NC[C@@H]1[C@@H](c2ccc(C3=CCCC3)cc2)[C@@H](CO)N1C(C)=O,-2,6,-14,12,-9,-18[16.7 µM],-5,-2
N#Cc1nc(-c2ccccc2)oc1N1CCN(C(=O)c2ccco2)CC1,0,8,-1,1,.,-4,-3,0
O=C(c1ccncc1)N1CCN(C2CCC(c3ccccc3)CC2)CC1 (configuration not stated),-2,14,2,9,-5,.,0,5
C=CCn1c(COc2ccc(Cl)cc2)nnc1SCC(=O)c1c(N)n(C)c(=O)n(C)c1=O,1,-12,-13,-11,-2,-1,3,0
C[C@H]1CN([C@@H](C)CO)C(=O)Cc2cc(N(C)C)ccc2O[C@H]1CN(C)S(=O)(=O)c1ccc(F)cc1,59,9,.,1,0,-8[16.7 µM],2,-11
CC(C)CN(C)Cc1c(C(=O)N2CCc3ccccc3C2)nc2ccc(Cl)cn12,-1,5,-6,-3,24,.,-2,9
COC(=O)C1=C(C)N(Cc2cccnc2)C(=O)/C1=C\c1sccc1C,0,7,-20,9,10,0,1,-19
CC(=O)c1c(C(C)=O)c(C)n(-c2cccc3cccnc23)c1C,0,10,-12,-5,-1,-7,2,6
Cc1c(Cl)c(C(=O)N2CCCCCC2)nn1C,0,1,3,.,.,.,0,-1
CCN(CC)S(=O)(=O)c1ccc(-c2nnc(SCC(=O)Nc3ccc(OC)cc3)o2)cc1,0,.,-4,0,13,4,.,.
COC(=O)c1ccccc1S(=O)(=O)Oc1ccc(-c2ccc(C(=O)O)cc2)cc1,1,0,1,.,-37,3,1,22
C[C@H]1CN([C@@H](C)CO)C(=O)Cc2cc(NC(=O)Nc3ccccc3)ccc2O[C@H]1CN(C)Cc1ccc(Cl)c(Cl)c1,2,3,.,-8,50,-18[16.7 µM],-2,1
O=S(=O)(c1ccccc1)c1ncc(C(F)(F)F)cc1Cl,-6,.,0,-55,-3,-7,2,5
CCCCn1c(N)c(N(CCC(C)C)C(=O)COC(=O)c2ccc([N+](=O)[O-])s2)c(=O)[nH]c1=O,0,5,-2,11,91*,-12,95*,6
O=C(CCc1ccccc1)NNC(=O)Nc1cccc(Cl)c1,-1,-2,-1,6,1,-1,5,.
O=C(NCCCCNC(=O)C1CCCC1)C1CCCC1,5,.,.,2,11,5,.,.
COCC(=O)N1CC(=O)N2[C@H](CO)[C@@H](c3ccc(-c4cccnc4)cc3)[C@H]2C1,.,7,.,-3,.,.,0,7
CC1(C)CC(=O)C=C(c2ccc(-c3ccc4[nH]ccc4c3)cc2)C1=O,1,-67,.,-13,-127,10,-3,-132
C[C@@H]1CN([C@H](C)CO)S(=O)(=O)c2ccc(-c3ccccc3F)cc2O[C@@H]1CN(C)S(C)(=O)=O,-4,7,-18,-2,.,21[16.7 µM],4,3
CCOc1ccccc1N1C(=O)CC(Sc2ncccc2C(=O)O)C1=O (configuration not stated),1,25,.,6,.,-4,0,5
CO[C@H](CN(C)C(=O)Nc1ccc(Cl)cc1)[C@@H](C)CN(Cc1ccccc1Cl)[C@H](C)CO,4,2,1,-12,.,.,1,6
CC(C)NC(=O)N[C@H]1C=C[C@H](CC(=O)N2CCCCC2)O[C@H]1CO,-1,-4,-2,-1,1,3[16.7 µM],2,3
